Screening data from PubChem BioAssay.
TCR act: Activators of T cell receptors: qHTS campaign. primary human leukocytes, anti-CD3, IL-2 HTRF, 48 h. Potency, µM (top dose mostly 9.22 µM), without a hit: top-dose activation of IL-2 secretion, actives largely listed as activators. 330,000 tested, under 10 active; further: % of control where 0% means no effect
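48 hr co-incubation of compounds, a-CD3 beads and primary human leukocytes; IL-2 quantified homogeneously by HTRF with anti-IL-2 K and d2 conjugates.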
Giardia kill: Small Molecules that selectively kill Giardia lamblia: qHTS. Giardia lamblia trophozoite viability. activity change, % at 7.66 µM, hits read low. 0.15% of 340,000 active. AID 540267, 2011; in the data active means activity change below about -80%; inconclusive means between about -30% and that limit;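 further: parasites exposed to compound for two days anaerobically before the ATP read; on the % scale 0 is the no-effect control and ±100 the full control effect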
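Giardia lamblia trophozoites (100 cells/well) were incubated with compounds for 48 h at 37 deg C under anaerobic conditions. Viability was read as ATP content by one-step luminescence after 15-30 min at room temperature.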
GALK inhibitor: qHTS Assay for Inhibitors of Human Galactokinase (GALK) | P51570 | Purified GALK, Kinase-Glo residual ATP luminescence | Potency, µM (top dose mostly 57.5 µM), for inactives: at the top dose activity change, negative = inhibition, usual class: inhibitors | 0.007% of 270,000 active; further: potency means the concentration at half of the fitted maximal effect; on the % scale 0 is the no-effect control and ±100 the full control effect
Target sequence (P51570 whole entry, looked up): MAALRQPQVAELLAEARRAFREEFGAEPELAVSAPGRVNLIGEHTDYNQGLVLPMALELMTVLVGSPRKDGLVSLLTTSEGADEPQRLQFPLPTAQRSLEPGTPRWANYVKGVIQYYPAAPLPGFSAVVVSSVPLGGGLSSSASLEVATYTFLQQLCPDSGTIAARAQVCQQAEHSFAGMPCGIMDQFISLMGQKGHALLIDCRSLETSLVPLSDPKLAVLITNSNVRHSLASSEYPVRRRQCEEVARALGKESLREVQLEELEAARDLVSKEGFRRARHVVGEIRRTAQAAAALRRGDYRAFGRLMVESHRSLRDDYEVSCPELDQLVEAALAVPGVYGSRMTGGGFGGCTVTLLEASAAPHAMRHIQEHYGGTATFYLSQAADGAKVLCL
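Quantitative HTS: GALK 5 nM, ATP 35 uM, galactose 100 uM, 1 h room temperature, then luciferase-based ATP detection.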
MLL CXXC-DNA inh: qHTS Fluorescence Polarization Assay for Inhibitors of MLL CXXC domain - DNA interaction; MLL-CXXC / FITC-HOXA9 DNA fluorescence polarization; Potency, µM (highest dose often 115 µM), for the others: at the top dose activity change, negative = inhibition, hits mostly inhibitors; 0.037% of 290,000 active; AID 2662, 2010; active means well fitted inhibition curve with a large enough effect in the polarisation, with a control signal flat, not every such curve was filed as active; inconclusive means small, poorly fitted or top-dose-only effect, or effect the other way, or a change in a side signal; inactive means no such curve, though single readings can be large or run the other way; the % refers to the polarisation; further: potency means the concentration at half of the fitted maximal effect
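Steps: dispense CXXC domain solution (7 uM) → pin compounds or unlabeled HOX-A9 DNA control → 5 min ambient → add FLSN-HOX-A9 solution (50 nM) → spin → 30 min ambient → fluorescence polarization. Tris pH 7.5/NaCl/DTT/BSA buffer.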
Tb PFK block: qHTS Assay to Find Inhibitors of T. brucei phosphofructokinase | Potency, µM (doses to about 57.5 µM), for inactives: at the highest dose activity, negative = inhibition, actives largely listed as inhibitors | T. brucei PFK, ADP-Glo luminescence | 0.17% of 330,000 active | AID 485367, 2010;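 further: potency means the concentration at half of the fitted maximal effect; 0% = uninhibited 1x PFK enzyme wells and -100% = no-enzyme wells; nearly all actives have a fitted effect of over 60% in size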
Target sequence (O15648 whole entry, looked up): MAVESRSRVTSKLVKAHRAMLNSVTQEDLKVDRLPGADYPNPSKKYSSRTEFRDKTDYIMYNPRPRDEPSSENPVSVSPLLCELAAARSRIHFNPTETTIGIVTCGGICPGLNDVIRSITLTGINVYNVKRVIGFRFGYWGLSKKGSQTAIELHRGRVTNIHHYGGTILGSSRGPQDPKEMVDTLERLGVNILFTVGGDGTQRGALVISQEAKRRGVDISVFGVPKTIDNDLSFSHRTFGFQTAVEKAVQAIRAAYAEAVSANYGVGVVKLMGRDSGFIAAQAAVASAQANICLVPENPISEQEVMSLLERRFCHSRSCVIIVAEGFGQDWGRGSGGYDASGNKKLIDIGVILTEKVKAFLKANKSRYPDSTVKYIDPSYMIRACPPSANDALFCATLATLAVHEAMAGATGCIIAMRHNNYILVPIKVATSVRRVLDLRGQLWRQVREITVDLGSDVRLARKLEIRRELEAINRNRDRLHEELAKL
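Luminescent ADP detection (ADP-Glo, two-step: ATP depletion then ADP-to-ATP conversion for luciferase) reported PFK activity after 45 min room-temperature reaction of 1.25 nM enzyme with 0.5 mM F6P and 0.1 mM ATP at pH 8.0.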
Chronic BCR inh: qHTS Assay to Find Inhibitors of Chronic Active B-Cell Receptor Signaling | 0.05% of 340,000 active | Potency, µM (titrated, usually from 46.1 µM), for inactives: top-dose ratio change, negative = lower green/red ratio, usual class: inhibitors | ABC-DLBCL IkBa-CBG/CBR reporter, luminescence ratio, 4 h; active means well fitted inhibition curve with a large enough effect in the signal ratio, with a control signal flat, not every such curve was filed as active; inconclusive means small, poorly fitted or top-dose-only effect, or effect the other way, or a change in a side signal; the % refers to the signal ratio;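 further: potency means the concentration at half of the fitted maximal effect; plate controls were basal doxycycline-induced cells for no effect and cells given 10 µM MG132 for full effect; MG132 reads +100%, hits lower the ratio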
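Doxycycline induced both beetle luciferases in TMD8 lymphoma cells; IKK-driven degradation limits the IkappaBalpha-fused green signal, while red luminescence normalises for cell number and nonspecific effects. Compounds tested up to 46 uM, 4 hrs.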
Coupling enz: qHTS Assay for Inhibitors of Fructose-1,6-bisphosphate Aldolase from Giardia Lamblia: Coupling assay counterscreen; coupling enzyme system counterscreen, AmpLite Red fluorescence; activity change, negative = inhibition, % at 58.2 µM, hits read low; 0.67% of 290,000 active; AID 2472, 2010; in the data active means activity change below about -30%; further: on the % scale 0 is the no-effect control and ±100 the full control effect
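Counterscreen lacking aldolase: glyceraldehyde-3-phosphate coupling-enzyme reagent preincubated 10 min at RT with compound (at 57.5 uM final), then substrate/coupling system with AmpLite Red added; fluorescence read at 525/598 nm after 20 min RT.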
TSHR antagonist: Antagonists of the Thyroid Stimulating Hormone Receptor: HTS campaign; Thyrotropin receptor (Homo sapiens), P16473; AID 504810, 2011; TSHR-expressing cells, TSH-stimulated cAMP HTRF, 2 h; hits give low values; activity change, negative = inhibition, % at 11.5 µM; 0.2% of 330,000 active;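 active means activity change below a set negative limit, meaning inhibition stronger than a set level, cut at about -70% in these data; inconclusive means activity change between two set negative limits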; further: on the % scale 0 is the no-effect control and ±100 the full control effect
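Inhibition of cAMP made by TSHR-expressing cells under TSH stimulation (4nM final, EC80; 2 h, 37 deg C) is quantified with a one-step lysis HTRF kit, anti-cAMP cryptate versus cAMP-d2.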
A-T KAP1 phos: qHTS Assay for Identifying a Potential Treatment of Ataxia-Telangiectasia; […] A-T fibroblasts, KAP-1 phosphorylation AlphaLISA; neocarzinostatin DNA damage 30 min before lysis; Potency, µM (titrated, usually from 57.5 µM), for inactives: at the top dose activation, hits mostly activators; 0.19% of 320,000 active; AID 485349, 2010; further: potency means the concentration at half of the fitted maximal effect; % of control where 0% means no effect; nearly all actives have a fitted effect of over 45% in size
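ATM-like activity read as KAP-1 phosphorylation via AlphaLISA donor/acceptor antibody pairs after lysis and 6 hr at 25C. Cells were ATM-null patient fibroblasts ([…], hTERT), dosed 60 min, then exposed to the DSB inducer NCS for 30 min.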
KCNH2 WT inh: qHTS for Inhibitors of KCHN2 3.1: Wildtype qHTS | 0.37% of 340,000 active | U2OS, BacMam KCNH2, thallium flux FluxOr; hits give low values | activity change, % at 1.84 µM | Voltage-gated inwardly rectifying potassium channel KCNH2 (Homo sapiens), Q12809;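 active means maximum activity change below -70%; inconclusive means maximum activity change between -70% and -50%; inactive means maximum activity change above -50%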; further: on the % scale 0 is the no-effect control and ±100 the full control effect
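U2OS cells were transduced with wild-type KCNH2 virus (2.03 x 10^8 / mL) for 4 h at room temperature, then cultured overnight at 37 C. Thallium flux was read with FluxOr dye. Rate constants were normalized to DMSO controls.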
Active calls of the source: *; ? = inconclusive; . = no result given; [ ] = remark or other dose. Unless noted, the call rests on the fitted dose curve; in most records, active means well fitted curve in the direction sought with a large enough effect; inconclusive means small, poorly fitted or top-dose-only effect, or another doubt; inactive means no such curve, though single readings can be large; an effect the other way counts as inactive or inconclusive.

SMILES | TCR act | Giardia kill | GALK inhibitor | MLL CXXC-DNA inh | Tb PFK block | Chronic BCR inh | Coupling enz | TSHR antagonist | A-T KAP1 phos | KCNH2 WT inh
COc1ccc(C(=O)NNC(=O)CSc2nnc(C(C)C)n2C)cc1 | -6.0% | 9.5 | -0.3% | 1.9% | 4.0% | 6.1% | -1.7 | -10.3 | 1.1% | -15.1
CCOC(=O)c1cc2oc(C)cc2n1CC(=O)OC1CCCCC1 | 0.8% | -3.7 | -0.2% | -6.7% | 0.1% | -5.6% | -2.2 | -3.7 | 7.0% | -5.5
Cc1cc(=O)n2nc(N3CCC(C(=O)N4CCN(Cc5ccccc5)CC4)CC3)sc2n1 | 6.2% | -4.0 | -0.8% | 6.7% | 2.2% | 2.8% | 0.2 | -8.5 | 6.5% | -2.4
CC(C)COP(=O)(c1ccc(N(C)C)cc1)C(O)c1ccc(Br)cc1 (stereo not given) | 2.4% | 10.7 | 3.2% | 17.3% | -1.1% | 8.4% | -0.8 | 12.2 | 20.6% | -6.0
Cc1ccc2nc(Cl)c(C3CC(c4ccco4)=NN3S(C)(=O)=O)cc2c1 (stereo not given) | 0.6% | -6.1 | 4.8% | -2.7% | -0.4% | -4.1% | 2.2 | -2.0 | 6.9% | 18.7
COc1ccc(N(CC(=O)N2CCCCCC2)S(=O)(=O)c2ccc(OC)c(OC)c2)cc1 | 2.5% | -1.0 | 1.1% | 4.0% | 1.2% | 0.6% | 4.9 | 3.1 | 3.2% | -5.7
CCCCC(=O)NC(c1ccccc1)c1ccc2cccnc2c1O (stereo not given) | 12.0% | 4.2 | -0.8% | ? | -2.1% | ? | -2.5 | -3.9 | -14.9% | 0.3
COc1ccccc1-c1nn2c(-c3ccccc3Cl)nnc2s1 | . | . | 4.1% | 2.8% | 0.5% | -0.9% | 1.5 | 2.3 | -4.4% | .
CSCCC(NC(=O)c1ccccc1Br)C(=O)NNC(=O)c1ccncc1 (stereo not given) | -8.7% | 0.9 | . | . | 0.0% | -0.7% | . | -0.7 | -4.0% | -16.9
COc1ccc(F)cc1S(=O)(=O)n1nnc2ccccc21 | -8.0% | 7.1 | -0.1% | -7.7% | -2.0% | 2.2% | 0.3 | -14.1 | 2.9% | -8.3
CCOC(=O)c1[nH]c(C)c(/C(O)=C2\C(=O)C(=O)N(CCN(C)C)C2c2ccco2)c1C (stereo not given) | -3.9% | 10.0 | -2.7% | 5.0% | -0.3% | -4.9% | 0.2 | -5.6 | -3.7% | 2.0
C(=N\Nc1ccccc1)/c1ccc(N2CCOCC2)cc1 | 1.5% | 2.0 | . | 23.7% | -5.8% | ? | 0.7 | 8.0 | -2.3% | 6.7
CC1(C)CC(NC(=O)C2CCC(=O)N(C3CC3)C2)CC(C)(C)C1 (stereo not given) | -16.5% | -14.2 | 2.1% | 2.8% | -1.1% | -0.5% | 0.0 | -0.4 | -0.3% | -3.9
C=C1CCC[C@]2(C)C[C@H]3OC(=O)C(CN4CCCCC4CO)[C@H]3CC12 (stereo not given in full) | -18.5% | 5.1 | -2.7% | -10.5% | 2.3% | ? | 0.3 | -32.6 | ? | 10.6
CC(=O)NC(c1cccs1)c1cc(Cl)c2ccccc2c1O (stereo not given) | 1.9% | -21.9 | . | . | -0.4% | -7.7% | . | 10.9 | 9.2% | .
CCCCC(=O)Nc1nnc(CCc2ccccc2)s1 | . | 3.6 | 0.1% | -2.1% | -0.4% | 1.2% | 1.9 | -18.1 | 0.2% | -4.6
CC(C)C(NC(=O)c1ccco1)C(=O)OCC(=O)c1ccccc1 (stereo not given) | 9.4% | -9.5 | -0.7% | 25.3% | 3.0% | 5.0% | . | -0.7 | 3.7% | 6.4
O=C(c1ccsc1)N1CCCC(N2CCN(c3ccccc3F)CC2)C1 (stereo not given) | -6.9% | -4.8 | -4.2% | -1.4% | 3.9% | ? | . | -0.1 | 4.4% | -2.5
CC1CCCC(NC(=O)COC(=O)[C@@H]2CC(O)CN2S(=O)(=O)c2ccc3c(c2)OCCO3)C1C (stereo not given in full) | 4.2%[46.1 µM] | -0.7 | -2.2% | 4.3% | 0.0% | -3.3% | -1.0 | 3.0 | 2.3% | -5.1
Oc1ccccc1-c1nc(NCCN2CCOCC2)c2ccccc2n1 | . | 2.7 | 6.1% | 5.7% | 0.4% | ? | 2.4 | 14.7 | 9.4% | -8.7
N#Cc1ccccc1/C=C/C(=O)N1CCOCC1 | -0.4% | -11.3 | -4.7% | 6.5% | -1.8% | -2.9% | 2.0 | -0.7 | -4.9% | 1.0
COCC1CCN(C(=O)c2ccc3oc(CCCc4ccccc4)nc3c2)C1 (stereo not given) | -1.5% | 25.2 | -2.2% | -2.3% | 1.7% | 1.7% | . | -4.5 | 14.9% | 10.8
O=C(CN1C(=O)NC2(CCSC2)C1=O)NCc1ccccc1 (stereo not given) | -0.9% | -2.1 | 7.8% | -20.1% | -1.6% | 2.0% | 0.7 | 8.5 | 0.3% | -4.8
CCc1cc(CNC(=O)CCc2nnc(Cc3cccc(C)c3)o2)on1 | 0.0% | -1.3 | 0.5% | -6.0% | -5.7% | 5.0% | 1.7 | -6.0 | 1.7% | 0.4
CCCOc1ccc(Cl)cc1CN1CCOCC1 | 4.2% | -14.9 | -1.5% | -0.2% | . | . | 1.9 | . | . | 23.1
O=c1[nH]c(CSc2ncc(C(F)(F)F)cc2Cl)nc2ccccc12 | 8.3% | -3.2 | -0.3% | ? | 0.0% | 4.8% | 0.3 | -11.3 | 0.7% | 0.6
CCOCC(=O)OCC(=O)Nc1cc(OC)c([N+](=O)[O-])cc1C | . | 1.7 | -1.8% | 9.3% | -0.4% | 0.9% | 0.2 | 0.8 | 13.1% | -0.3
CCc1nc2ccccc2c(C(=O)OCC(=O)Nc2cccc(S(=O)(=O)N3CCOCC3)c2)c1C | -2.1% | 10.5 | -3.9% | 20.8% | -9.3% | ? | -1.7 | -43.8 | 5.5% | 18.5
CCOC(=O)N/N=C(\C)c1ccc(C)o1 | -3.8% | -12.7 | 15.0% | -2.9% | -6.2% | -3.3% | -0.2 | -4.5 | 3.2% | 3.2
O=C1NCCN1CCNS(=O)(=O)c1ccc(F)c(Cl)c1 | -4.3% | ? | 3.6% | -2.3% | -0.4% | -9.9% | 3.6 | -1.5 | -1.9% | -2.0
Cc1cccc(C)c1NC(=O)C(NC(=O)CN1C(=O)c2ccccc2C1=O)c1ccccc1 (stereo not given) | 0.3%[46.1 µM] | 6.7 | -0.5% | 1.1% | 0.0% | -2.3% | -0.3 | 10.3 | 0.7% | 6.5
Cc1c(NS(=O)(=O)c2ccc3c(c2)c(=O)n(C)c(=O)n3C)c(=O)n(-c2ccccc2)n1C | -2.7% | -2.8 | 2.1% | -8.5% | -3.4% | -1.9% | 1.3 | -8.0 | . | -2.2
CSCCC(NC(=O)/C(=C/c1ccc2c(c1)OCO2)NC(=O)c1cccc([N+](=O)[O-])c1)C(=O)O (stereo not given) | -1.8% | 1.6 | 0.9% | -3.0% | 0.9% | 11.6% | 6.5 | 12.0 | -2.6% | -15.9
Cn1ccc(NC(=O)Nc2cccc([N+](=O)[O-])c2)n1 | 4.3% | -1.0 | 0.8% | 7.0% | 1.4% | 1.5% | 0.9 | -1.8 | 1.5% | 10.2
Cc1onc(-c2c(F)cccc2Cl)c1C(=O)Nc1nnc(C2CC2)s1 | 2.2% | 9.6 | 1.6% | -4.0% | -2.3% | ? | 3.4 | -2.0 | 0.8% | 45.9
COc1ccc(-c2sc(NC(C)=O)nc2-c2ccccc2)cc1 | 10.0%[46.1 µM] | -5.3 | -4.5% | 2.1% | 4.1% | -1.8% | 1.1 | 2.7 | 5.2% | -3.5
N#C/C(=C/c1ccc(F)cc1)S(=O)(=O)c1ccccc1 | 5.0% | -4.5 | 3.1% | -17.3% | 0.0% | ? | -9.1 | 13.6 | 0.0% | 27.5
O=C(CCCCCn1c(=O)[nH]c2ccsc2c1=O)N1CCN(C2CCCCC2)CC1 | 3.3% | -22.7 | 0.9% | -12.1% | 1.3% | -0.8% | 0.5 | 9.8 | -5.5% | 2.3
O=C(Nc1cccc(Cl)c1)NC1CCS(=O)(=O)C1 (stereo not given) | 3.6% | -0.1 | 12.1% | 16.8% | -3.8% | 8.5% | 0.6 | -2.6 | 1.0% | 7.2
Cc1ccc(N2C(=O)N(CC(=O)Nc3ccc(F)c(F)c3)C(=O)C2C)cc1 (stereo not given) | -4.6% | 7.3 | . | . | 0.3% | 14.4% | . | -6.8 | 5.7% | -13.1
